DENV2 CPE – inhibitors of DENV2 cytopathic effect | DENV2-infected cells, cytopathic effect rescue, plate reader | CPE inhibition, % at 9.99 µM | actives 1.7% (n = 350,000); in the data active = CPE inhibition above about 20%, passing the limit was not always enough; inconclusive = no clear call, values can overlap the other calls; tested in BHK-21 cells;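 note: 0% = median of neutral control wells and 100% = median of positive control wells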
INS-1E GSIS act – GLuc luminescence reporter in INS-1E cells, primary screen for activators of glucose-dependent secretion of insulin | INS-1E GLuc reporter insulin secretion, 2-3 h | activation, % at 16.6 µM | AID 743287 | actives 0.61% (n = 370,000);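 active = lowest replicate activation of at least 40%, so every replicate reaches that level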;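 note: 0% = median of neutral control wells and 100% = median of IBMX positive control wells; some compounds called inactive have numbers as strong as hits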
ARNT-TACC3 inh – ARNT/TACC3 interaction disruption. actives 0.66% (n = 390,000). inhibition, % at 9.99 µM. AID 623870. Q9Y6A5. AlphaScreen His-ARNT PAS-B/GST-TACC3 binding, luminescence; TACC3 fragment carries E629A point mutation;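 active = mean inhibition of replicates at least 50% and at least half of replicates each reaching 50%; inconclusive = half or more replicates reach 50% but mean below 50%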;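 note: 0% = complete ARNT plus TACC3 wells and 100% = ARNT alone without TACC3; many hits fall short of the cut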
PAX8 inh HTS – inhibitors of PAX8 transcriptional activity in RMG-I cells; RMG-I TPO-luciferase reporter, SteadyGlo, 24 h; inhibition, % at 12.6 µM; actives 1.2% (n = 360,000);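 active = mean replicate inhibition at least 60% with every replicate also reaching 60%; inconclusive = only one of the two criteria is met; inactive = mean below 60% and not all replicates reaching 60%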;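 note: luciferase light reporting Pax8 driven TPO promoter activity; plate controls were median of neutral control wells for no effect and mitoxantrone controls for full effect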
CFTR F508del cor – correctors of CFTR F508del function in bronchial epithelial cells; CFBE cells, YFP halide quenching; stimulated with forskolin plus potentiator P3; % fluorescence drop versus neutral controls; activity (quench increase), % at 7.58 µM; actives 0.36% (n = 350,000); AID 720511;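 active = mean added fluorescence quench of at least 8% versus neutral control, with both replicates also reaching 8%; inconclusive = only one of the mean or replicate conditions met; inactive = mean below 8% and not both replicates reaching 8%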;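 note: cells transiently co-express mutant CFTR-F508del with the halide-sensitive YFP; corrector assay measuring rescue of mutant channel to the surface after 24 h compound exposure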
EWS-Fli inh – blocks EWS/Fli oncoprotein-driven transcription | actives 0.67% (n = 350,000) | A673 NR0B1-luciferase reporter, viability-normalised | inhibition, % at 12.6 µM | AID 651661;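 active = mean inhibition of at least 50% after viability correction, with every replicate also passing that limit; inconclusive = mean reaches 50% but only one of two replicates passes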;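 note: firefly luciferase signal divided by Alamar Blue viability fluorescence both relative to DMSO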
ERp5 block – ERp5 (human) disulfide isomerase inhibition; inhibition, % at 9.99 µM; actives 0.05% (n = 350,000); Q15084; ERp5 insulin aggregation, absorbance 650 nm, 90 min;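 active = mean replicate inhibition above about 25%, with every replicate also reaching it, limit read from the data, passing the limit was not always enough; inconclusive = only one of those two criteria met; inactive = neither criterion met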
Target sequence (Q15084 whole entry, looked up): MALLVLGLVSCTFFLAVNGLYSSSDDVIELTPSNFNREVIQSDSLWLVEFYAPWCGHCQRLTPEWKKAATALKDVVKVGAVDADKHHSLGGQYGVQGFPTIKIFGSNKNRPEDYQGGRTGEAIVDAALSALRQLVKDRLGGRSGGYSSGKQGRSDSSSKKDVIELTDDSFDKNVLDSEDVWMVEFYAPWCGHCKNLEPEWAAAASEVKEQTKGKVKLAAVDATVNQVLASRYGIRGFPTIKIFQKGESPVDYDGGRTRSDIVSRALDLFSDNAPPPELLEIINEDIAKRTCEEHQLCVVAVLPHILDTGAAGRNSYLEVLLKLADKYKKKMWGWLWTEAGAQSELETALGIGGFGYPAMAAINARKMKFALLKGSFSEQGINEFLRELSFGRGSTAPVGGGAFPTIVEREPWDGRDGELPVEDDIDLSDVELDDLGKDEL
XiGFP reactiv – X-chromosome reactivation activator | XiGFP mouse fibroblasts, % GFP-positive cells imaging, 3 d; cells co-treated with 5-aza-dC sensitizer; scaled so ellipticine positive control = 100% | activation, % at 7.58 µM | actives 0.055% (n = 360,000) | AID 743238;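 active = mean normalized replicate activation at least 10% and every replicate at or above 10%; inconclusive = only one of the two criteria met; inactive = mean below 10% and not all replicates reach 10%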;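 note: 0% = median of on-plate neutral control wells and 100% = ellipticine 6 µM median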
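System: XiGFP fibroblasts, SV40-immortalized. Medium: DMEM plus 5-aza-dC sensitizer. Doses: single point. Timing: 3 d treatment, 15 min room-temperature fixation. Control set: ellipticine 6 µM.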
Starred values were filed as active, the others as inactive; ? = inconclusive; · = not tested or not shown. Compounds were not picked by outcome (roughly 4.2% active in at least one column).

SMILES	DENV2 CPE	INS-1E GSIS act	ARNT-TACC3 inh	PAX8 inh HTS	CFTR F508del cor	EWS-Fli inh	ERp5 block	XiGFP reactiv
CCC(C)N(C(=O)COc1ccccc1C(=O)NCc1ccccc1)C1CCS(=O)(=O)C1 (stereo not drawn)	4	-5	-5	9	1.6	·	2	0.0
CCOc1ccc(CCNC(=O)CN2C(=O)COc3ccc(S(=O)(=O)N4CCOCC4)cc32)cc1	2	-34	-2	-2	-3.1	-6	5	0.1
CCCNC(=O)C1CCN(S(=O)(=O)c2ccc3nc4c(c(C(=O)O)c3c2)CCCCC4)CC1	6	5	-14	5	0.3	1	-2	0.0
CCC(C)C(=O)Nc1nnc(SCC(=O)Nc2ccc(F)cc2)s1 (stereo not drawn)	-5	5	-4	-7	4.4	-7	6	0.0
Cc1ccc(S(=O)(=O)CCSc2n[nH]c(=O)n2-c2ccccc2)cc1	-1	11	·	16	-3.7	10	4	0.4
COc1ccc(NC(=S)N2CCC(C(=O)c3ccc(Cl)cc3)CC2)cc1	6	0	5	-15	1.2	8	-5	0.0
CO[C@@H]1CC[C@@H]2CCN(C)C(=O)[C@@H](C)N(C)C(=O)c3cc(C#N)ccc3OC[C@H]1O2	1	14	1	10	·	4	6	-0.1
CCOC(=O)c1ccc(NC(=S)N(CCCN2CCCCC2)Cc2ccco2)cc1	·	2	0	-22	·	·	·	0.0
O=C(NNC(=O)c1nc(Cl)ccc1Cl)c1ccc(F)cc1	14	14	-9	0	-0.1	·	4	-0.1
O=C1CN(C(=O)CNCc2cccc(Cl)c2)c2ccccc2N1	2	25	0	-12	1.1	-2	9	-0.1
COc1ccccc1N1CCN(Cc2cn[nH]c2-c2ccc(F)cc2)CC1	-1	0	-4	4	1.3	2	8	0.0
O=C(N/N=C/c1cc(Cl)cc([N+](=O)[O-])c1O)c1cc(-c2ccccn2)nc2ccccc12	-1	15	2	13	1.3	12	-1	-0.3

In another format: entries from further up
CCOC(=O)c1ccc(NC(=S)N(CCCN2CCCCC2)Cc2ccco2)cc1
- DENV2 CPE = ·
- INS-1E GSIS act = 2
- ARNT-TACC3 inh = 0
- PAX8 inh HTS = -22
- CFTR F508del cor = ·
- EWS-Fli inh = ·
- ERp5 block = ·
- XiGFP reactiv = 0.0

COc1ccccc1N1CCN(Cc2cn[nH]c2-c2ccc(F)cc2)CC1
- DENV2 CPE = -1
- INS-1E GSIS act = 0
- ARNT-TACC3 inh = -4
- PAX8 inh HTS = 4
- CFTR F508del cor = 1.3
- EWS-Fli inh = 2
- ERp5 block = 8
- XiGFP reactiv = 0.0

CCCNC(=O)C1CCN(S(=O)(=O)c2ccc3nc4c(c(C(=O)O)c3c2)CCCCC4)CC1
- DENV2 CPE = 6
- INS-1E GSIS act = 5
- ARNT-TACC3 inh = -14
- PAX8 inh HTS = 5
- CFTR F508del cor = 0.3
- EWS-Fli inh = 1
- ERp5 block = -2
- XiGFP reactiv = 0.0

(cont.)
SMILES	DENV2 CPE	INS-1E GSIS act	ARNT-TACC3 inh	PAX8 inh HTS	CFTR F508del cor	EWS-Fli inh	ERp5 block	XiGFP reactiv
Cc1cc(C)nc(NS(=O)(=O)c2ccc(N3C(=O)c4ccccc4C3=O)cc2)n1	13	9	-11	-2	-4.6	-8	7	0.0
C[C@@H]1CCCCO[C@H](CN(C)S(=O)(=O)c2cn(C)cn2)[C@@H](C)CN([C@@H](C)CO)C(=O)c2cc(NS(=O)(=O)c3ccccc3)ccc2O1	-9	4	-7	19	0.8	-20	5	-0.2
CC(NC(=O)c1ccccc1F)C1CC1 (stereo not drawn)	0	-4	6	1	0.7	5	1	-0.1
Cc1cc(=O)oc2c(C)c(OC(C)C(=O)NCC3CCC(C(=O)O)CC3)ccc12 (stereo not drawn)	4	·	1	·	-1.6	-2	-1	·
C[C@H]1CN([C@@H](C)CO)C(=O)c2cccc(NS(=O)(=O)c3ccccc3)c2O[C@@H]1CN(C)C(=O)NC1CCCCC1	-1	7	6	6	-1.9	-2	-3	-0.9
O=C(c1cccs1)N1CCN(Cc2ccccc2)CC1	3	·	-9	5	·	-1	2	0.0
CCC(C)CCCCNC1=NCCS1 (stereo not drawn)	2	5	-45	6	4.2	6	0	0.0
Cc1noc(C)c1NC(=O)N1C[C@H](O)COC[C@H]2O[C@H](CC(=O)NCC3CCCCC3)CC[C@@H]21	5	4	3	-1	-0.4	-7	-2	0.2
C[C@H](CO)N1C[C@H](C)[C@@H](CN(C)C)Oc2ccc(NC(=O)Cc3ccccc3)cc2CC1=O	?	23	-7	-4	0.0	-1	2	-1.0
C[C@H](NC(=O)[C@H]1[C@H](CO)[C@H]2Cn3c(cccc3=O)[C@H]2N1C(=O)C1CC1)c1ccccc1	10	13	8	-10	-2.7	-6	4	0.3
CCN(CC)c1ccc(NC(=O)CSc2nnc(N)s2)cc1C	-4	-6	-2	-18	2.5	1	14	0.3
CC(Sc1nnc(C2CC2)n1C1CC1)C(=O)Nc1ccc(C(N)=O)cc1 (stereo not drawn)	-4	-9	2	10	-0.8	-1	0	0.3
CCOc1ccccc1N1CN(Cc2ccccc2)CNC1=S	-9	12	·	-11	0.7	3	-6	0.0
Cc1ccc(-c2cn3cccnc3n2)cc1NC(=O)c1cccs1	·	9	-7	-1	·	·	·	0.0
Cc1cc(Cl)ccc1NC(=O)CN(C)C1=NS(=O)(=O)c2ccccc21	?	-18	·	7	-1.7	7	-5	0.0
CC1CCN(C(=O)C(C)c2ccc([N+](=O)[O-])cc2)CC1 (stereo not drawn)	·	-4	-3	9	-1.4	11	5	0.0
Nc1n[nH]c(N)c1N=Nc1cccc(C(F)(F)F)c1	0	8	7	-40	2.2	-21	0	0.1
COc1ccc(S(=O)(=O)Nc2ccc3c(c2)C(=O)N([C@H](C)CO)C[C@@H](C)[C@H](CN(C)S(=O)(=O)c2cccs2)OCCCC[C@@H](C)O3)cc1	4	-3	2	31	2.5	11	0	0.1
C[C@@H]1CN([C@@H](C)CO)C(=O)Cc2cc(NC(=O)Cn3cnnn3)ccc2O[C@@H]1CN(C)CC1CC1	-2	16	-15	·	0.7	-3	6	0.2
COc1ccc(CNC(=O)C[C@H]2C[C@@H]3c4cc(NS(=O)(=O)c5ccc(F)cc5)ccc4O[C@@H]3[C@H](CO)O2)cc1	-8	-7	-10	·	-0.3	-2	0	0.2
Cc1ccc(S(=O)(=O)N2CC=C(N)N2)cc1	?	12	-2	2	1.5	-2	0	0.6
O=C(O)c1ccccc1C(=O)NCCc1c(C(=O)O)[nH]c2ccc(F)cc12	1	-1	-6	24	-0.3	8	-2	0.2
O=C(CCn1c(=O)oc2ccccc21)NCCCN1CCOCC1	-1	1	-9	-9	-0.7	-4	4	0.5
Cc1cc(C(=O)Nc2ccc3c(c2)C(=O)N(C)[C@H]2CC[C@@H](CC(=O)O)O[C@H]2CO3)no1	-4	5	4	-1	-3.4	7	·	0.0
CCN(c1ccc(OC)cc1)S(=O)(=O)c1nnc(NC(=O)COc2ccc(F)cc2)s1	?	-16	-5	-25	1.4	3	2	0.1
Clc1cccc(-c2ccc(C=Nc3ccc(N4CCOCC4)cc3)o2)c1Cl	-4	4	-32	3	14*	13	-3	0.1
CC(=NNC(=O)c1cccc(S(=O)(=O)N2CCCC2)c1)c1ccccc1	6	1	-20	-6	-3.3	-22	1	0.0
COc1cccc(S(=O)(=O)Nc2ccc3c(c2)[C@@H]2C[C@H](CC(=O)N[C@@H](C)c4ccccc4)O[C@@H](CO)[C@@H]2O3)c1	5	1	-11	24	-2.6	20	-13	0.2
O=C(COc1ccc([N+](=O)[O-])cc1)NNC(=O)C1COc2ccccc2O1 (stereo not drawn)	2	-1	·	10	-2.0	0	5	0.0
COc1ccc(-n2c(=O)cc(N3CCN(Cc4ccccc4)CC3)[nH]c2=O)cc1	12	-4	-2	13	4.4	1	-7	-0.2
COc1ccc(CCC(=O)OCC(=O)Nc2sccc2C(N)=O)cc1OC	-1	-37	·	3	-1.0	3	5	0.1
Cc1c(C(=O)Nc2ccc(F)cc2)c2ccccn2c1CCc1ccncc1	-7	-10	-1	6	·	-44	5	0.0
c1csc(-c2nc(-c3ccc(-c4ccon4)s3)no2)c1	-3	16	-14	-137	2.6	-11	5	0.4
Cc1[nH]c2ccccc2c1CC(=O)Nc1ccc(N(C)c2cccnc2)c(-c2cccc(Cl)c2)c1	43*	-20	·	9	-0.9	12	1	0.4
COc1ccc(CC(=O)OCC(=O)Nc2cccc(C(C)=O)c2)cc1OC	-3	59*	-1	-6	-0.4	3	-2	0.0
Cc1ccccc1CC1(CO)CCCN(C(=O)c2cccc(Cl)c2)C1 (stereo not drawn)	0	-53	6	3	-1.4	-2	-2	-0.3
COCCNC(=O)C1(C)CCN(C(=O)/C=C/c2ccccc2)C1 (stereo not drawn)	9	6	·	15	-1.1	10	1	0.2
Cc1ccc(CNC(=O)c2cc3cc(Br)ccc3oc2=N)cc1	4	-15	·	14	-2.3	8	-3	0.1
C[C@H]1CN([C@@H](C)CO)C(=O)c2cc(C#CCN(C)C)cnc2O[C@H]1CN(C)C(=O)Cc1cccnc1	-7	24	0	·	2.9	-4	15	0.1
Cc1ccc(S(=O)(=O)N(C)CC(=O)OCC(=O)c2c(N)n(C)c(=O)n(C)c2=O)cc1	-2	-16	0	-61	-1.9	8	0	0.0
COCCN(C[C@@H]1[C@@H](c2ccccc2)[C@H](CO)N1C(=O)C1CCC1)C(C)=O	17	18	-2	-5	-1.0	-6	-4	0.0
COCC#Cc1ccc([C@H]2[C@@H](CO)N3CCCCN(S(=O)(=O)c4ccccc4F)C[C@H]23)cc1	-1	5	12	-14	-1.4	2	-8	-0.1
O=C(C=Cc1ccc2c(c1)OCO2)C=Cc1ccc2c(c1)OCO2	-7	3	·	·	-0.2	-19	2	0.2
COc1ccccc1NC(=O)CCC(=O)c1ccc(-c2ccccc2)cc1	1	·	24	2	·	-4	18	0.1
Cc1cc(NC(=O)c2ccc([N+](=O)[O-])cc2)no1	-2	3	-2	-30	0.5	-39	-6	0.0
CNC[C@@H]1Oc2ccc(NC(=O)NC3CCCCC3)cc2C(=O)N([C@H](C)CO)C[C@@H]1C	0	17	-3	5	0.8	-8	-4	-0.9
O=C(Nc1ccccc1)/C(=C/c1ccc(O)cc1)NC(=O)c1ccco1	-2	-15	-7	-11	1.7	19	0	0.2
CCOC(=O)c1c(NC(NC(=O)C(C)C)C(Cl)(Cl)Cl)sc2c1CCC2 (stereo not drawn)	·	-23	0	7	·	·	·	-0.2
CCOC(=O)c1c(C)[nH]c(C(=O)COC(=O)CNC(=O)C2CCCCC2)c1C	·	-1	7	-21	·	·	5	·
COc1cc2nc(Cl)nc(NCCO)c2cc1OC	-3	5	1	-5	-2.5	8	-2	0.0

Some of the entries so far, as comma-separated lines:
Molecule,DENV2 CPE,INS-1E GSIS act,ARNT-TACC3 inh,PAX8 inh HTS,CFTR F508del cor,EWS-Fli inh,ERp5 block,XiGFP reactiv
CCOC(=O)c1c(C)[nH]c(C(=O)COC(=O)CNC(=O)C2CCCCC2)c1C,·,-1,7,-21,·,·,5,·
COc1cc2nc(Cl)nc(NCCO)c2cc1OC,-3,5,1,-5,-2.5,8,-2,0.0

A few values from the results shown:
Under DENV2 CPE, Cc1cc(NC(=O)c2ccc([N+](=O)[O-])cc2)no1 is entered as -2
Under XiGFP reactiv, CCOC(=O)c1c(NC(NC(=O)C(C)C)C(Cl)(Cl)Cl)sc2c1CCC2 (stereo not drawn) is entered as -0.2

From PubChem BioAssay
